Screening results from PubChem BioAssay.
Growth percent in the NCI-60 one-dose screen (48 h, 10 µM unless noted): 100 = growth as untreated, 0 = no growth, -100 = all killed.
MDA-MB-231 – MDA-MB-231 breast cancer | AID 1794789 | actives 5% (n = 81,000)
BT-549 – BT-549 breast cancer; actives 4.4% (n = 78,000); AID 1794793
SR – SR leukemia cells; actives 8.7% (n = 73,000); AID 1794780
HS 578T – HS 578T breast cancer; AID 1794788; actives 4.1% (n = 78,000)
T-47D – T-47D breast cancer; actives 5% (n = 79,000)
K-562 – K-562 leukemia | actives 7.4% (n = 78,000)
MCF7 – MCF7 breast cancer; actives 6.3% (n = 82,000)
MDA-MB-468 – MDA-MB-468 breast cancer. actives 8.5% (n = 78,000)
* = called active by the depositor; . = no result given; & = joins results of further samples. The calls were made as follows: active = growth percent below 10; inactive = the rest. The order is random (roughly 14% active in at least one column).

entry | Molecule | MDA-MB-231 | BT-549 | SR | HS 578T | T-47D | K-562 | MCF7 | MDA-MB-468
1 | CCN1/C(=C/C=C/c2n(-c3ccccc3)c3ccc(-c4nc5ccccc5s4)cc3[n+]2CC)N(c2ccccc2)c2ccc(-c3nc4ccccc4s3)cc21 | 17 | -5.3* | 15 | 28 | 5.6* | 10 | 11 | 8.9*
2 | Cc1c(C(=O)C2C(=O)N(c3ccccc3)N=C2C(F)(F)F)nnn1-c1ccccc1 (configuration not stated) | 106 | 101 | 100 | 87 | 103 | . | 100 | 104
3 | Cn1c(=O)c(-c2ccc(O)cc2)cc2c(N)ncnc21 | 85 | 65 | 46 | 79 | 44 | 89 | 59 | 76
4 | O=C(NC1CCCCCCC1)c1ccc(S(=O)(=O)N2CCCCC2)cc1 | 91 | 75 | 179 | 102 | 81 | 209 | 94 | .
5 | CCC(C)C(N)C(=O)NC(CC(C)C)C(=O)N1CCCC1C(=O)NC(Cc1c[nH]c2ccccc12)C(=O)NC(CCCCN)C(=O)NC(Cc1c[nH]c2ccccc12)C(=O)N1CCCC1C(=O)NC(Cc1c[nH]c2ccccc12)C(=O)NC(Cc1c[nH]c2ccccc12)C(=O)N1CCCC1C(=O)NC(Cc1c[nH]c2ccccc12)C(=O)NC(CCCNC(=N)N)C(=O)NC(CCCNC(=N)N)C(N)=O (configuration not stated) | 116 | 109 | 11 | 105 | 108 | 104 | 121 | .
6 | O=[N+]([O-])c1ccc(Oc2ccc(Cl)cc2)cc1 | 102 | 108 | 100 | 106 | 96 | 98 | 104 | 117
7 | COC(=O)c1ccc(=O)c2nc3/c(=C/O)c(O)cc(=O)c3[nH]c12 | 45 | 5.9* | -11* | -10* | 26 | 7.1* | 3.0* | .
8 | CCSCCC1(CCC(C)C)C(=O)NC(=Nc2ccccc2)NC1=O (configuration not stated) | 94 | 88 | . | 107 | 86 | . | 96 | 85
9 | N#Cc1c(Nc2ccc(N3CCOCC3)cc2)nc(SCC(=O)c2ccc(Br)cc2)nc1-c1ccccc1 | 109 | 115 | 101 | 105 | 102 | 99 | 95 | 113
10 | Cc1nnc2c3ccccc3c(N[C@@H](C)[C@H](c3ccccc3)N(C)C)nn12 | 100 | 106 | 95 | 102 | 98 | 98 | 104 | 104
11 | CCOC(=O)C(C#N)C1CC2CCC1C2 (configuration not stated) | 118 | 98 | 91 | 108 | 97 | 96 | 99 | 103
12 | O=C1C(O)=C(O[C@@H]2OC(CO)[C@@H](O)[C@@H](O)C2O)C(=O)c2ccccc21 (some centres not stated) | 109 | 105 | 122 | 104 | 105 | . | 100 | 116
13 | CCOC(=O)C(NC(=O)C(Cl)Cl)C(O)c1ccccc1 (configuration not stated) | 98 | 112 | 107 | 120 | 107 | 87 | 95 | 102
14 | CCCCc1ccc(N=Nc2ccc(OCC[N+](C)(C)C)cc2)cc1 | 39 | 56 | 76 | 72 | 89 | 44 | 85 | 4.1*
15 | CC(=O)Nc1ccc(CC#N)cc1Br | 112 | 109 | 112 | 90 | 94 | 111 | 97 | 102
16 | CC/C(Cc1ccc(O)cc1)=N\NC(N)=S | 101 | 114 | 104 | . | 46 | 59 | 24 | 20
17 | Cc1ccc(-c2c(-c3ccccc3)c(=O)oc3ccc(C)cc23)cc1 | 91 | 108 | 71 | 100 | 84 | 76 | 116 | 97
18 | COc1cc(C2Nc3n[nH]c(-c4ccccc4)c3C(=O)CS2)cc(OC)c1OC (configuration not stated) | 108 | 92 | . | 111 | 106 | . | 103 | 105
19 | Cc1ccc(-c2cc(-c3ccccc3)[nH]c(=O)c2C#N)cc1 | 84 | 89 | 73 | 85 | 73 | 74 | 75 | 89
20 | COc1ccc(C2=NN(C=O)C(c3cccc(Nc4ccnc5cc(Cl)ccc45)c3)C2)cc1 (configuration not stated) | 42 | 1.6* | 13 | . | 25 | 6.7* | 16 | -3.9*
21 | CCN(CC)CCOC(=O)Nc1ccc(Cl)cc1 | 95 | 99 | 85 | 105 | 100 | 95 | 107 | 107
22 | CCCCc1ccc(NC(=O)Nc2ccc3oc(=O)ccc3c2)cc1 | 54 | . | . | 80 | 94 | . | 85 | 81
23 | N#Cc1cnn(CCCl)c1N | 109 | . | 97 | 118 | 125 | 105 | 106 | 98
24 | COc1ccc(-n2c(NC(=O)N3CCOCC3)c(C#N)c3ccc(F)cc32)cc1 | 90 | 130 | 74 | 108 | 97 | 21 | 97 | 97
25 | CSc1cc(SC)nc(SC)n1 | . | 106 | 82 | 103 | 107 | 92 | 91 | 87
26 | COc1ccc(-c2nc(NN)nc(N3CCOCC3)c2C#N)cc1 | 82 | 107 | 92 | 105 | 85 | 107 | 96 | 116
27 | COc1nc2cc(OC(C)C)ccc2cc1-c1nc2c(cnn2-c2ccccc2)c(=O)[nH]1 | 97 | 104 | 131 | 121 | 93 | 99 | 99 | 113
28 | O=C1/C(=C/c2ccc([N+](=O)[O-])cc2)Oc2cc(O)ccc21 | 107 | . | . | 110 | 95 | 93 | 88 | 98
29 | N#Cc1c(-c2ccc(Cl)cc2)nc(NN=Cc2cccc(O)c2)nc1N1CCOCC1 | 96 | 73 | 4.7* | 89 | 65 | 45 | 60 | 87
30 | Nc1ncnc2c1N=C(c1ccc(Cl)cc1)CC(c1cccc(Nc3ccnc4cc(C(F)(F)F)ccc34)c1)N2 (configuration not stated) | 63 | 109 | 24 | 73 | 73 | 21 | 30 | 63

The list goes on:
entry | Molecule | MDA-MB-231 | BT-549 | SR | HS 578T | T-47D | K-562 | MCF7 | MDA-MB-468
31 | CCCCCCCC/C=C\CCCCCCCCOc1ccccc1CC(=O)NCC[N+]1(C)CCCC1 | 84 | 95 | 28 | 87 | 91 | 42 | 83 | 40
32 | Cc1nn(-c2ccccc2)c2ncnc(Nc3ccc(OCc4c(-c5ccccc5)no[n+]4[O-])cc3)c12 | 96 | 101 | 74 | 98 | 72 | 90 | 83 | 97
33 | O=C1CCC(C(=O)N/N=C/C(=O)c2ccccc2)N1 (configuration not stated) | 109 | 104 | 100 | 103 | 96 | 104 | 94 | 101
34 | N/C(=N\N=C\c1ccccc1)c1c(N)nc(=S)[nH]c1-c1ccc(Cl)cc1Cl | 94 | 89 | 83 | 102 | 103 | 96 | 89 | 91
35 | COc1ccc(C2=NN(c3nc(-c4ccc(F)cc4)c(C#N)c(=O)n3C)C(=O)CC2)cc1 | 97 | 115 | 96 | 102 | 98 | 100 | 89 | 105
36 | Cc1ccc(C2CC(c3ccc(Nc4nc(NCCO)nc(NCCO)n4)cc3)=NN2c2ccc(Cl)cc2)cc1 (configuration not stated) | 67 | 79 | 26 | 73 | 53 | 15 | 28 | 73
37 | CC1(C)CC[C@]2(CO)CC[C@]3(C)C(=CC[C@@H]4[C@@]5(C)CCNCC(C)(C)[C@@H]5CC[C@]43C)[C@@H]2C1 | 74 | 90 | -24* | 97 | 56 | 7.9* | 39 | -33*
38 | NN1CCOC(c2ccccc2)C1 (configuration not stated) | 99 | 102 | 30 | 100 | 109 | 10 | 92 | 113
39 | CC(=O)/C(=C\c1cccc([N+](=O)[O-])c1)C(=O)Nc1ccccc1C | 92 | 109 | 90 | 87 | 89 | 102 | 94 | 83
40 | CCc1c2c(c(C)c3c1oc1cc(OC)ccc13)C(=O)N(O)C2=O | 107 | 102 | 121 | 109 | 99 | 99 | 104 | 119
41 | CC(O)c1ncc(/C=C2\SC(=S)N(Cc3ccco3)C2=O)s1 (configuration not stated) | 86 | 100 | 70 | 101 | 85 | 69 | 48 | 78
42 | CC1CC=CCC1COC(=O)CCCCC(=O)OCC1CC=CCC1C (configuration not stated) | 98 | . | 88 | 102 | 95 | 97 | 90 | 89
43 | O=C(CSc1cc[n+](CCCCF)c2ccccc12)n1ccc2ccccc21 | 89 | . | 85 | 103 | 83 | 89 | 88 | 89
44 | O=C(CCCCC(=O)Nc1cccc(Cn2nnc3cc(Cl)c(Cl)cc32)c1)Nc1cccc(Cn2nnc3cc(Cl)c(Cl)cc32)c1 | 87 | 104 | 90 | 95 | 94 | 94 | 100 | 98
45 | BrC1c2ccccc2-c2ccccc21 | 107 | 135 | 102 | . | 102 | 105 | 89 | 108
46 | Cc1ccc(Cn2c(NCCN=C(N)N)nc(=O)n(Cc3ccc(C(F)(F)F)cc3)c2=O)cc1 | 94 | 95 | . | 78 | 86 | 93 | 98 | 74
47 | COc1cc(/C=C/C(=O)O)ccc1OCc1cn(-c2ccc(Cl)cc2)nn1 | 104 | 102 | 97 | 101 | 99 | 99 | 97 | 99
48 | COc1ccc(-c2nc3c4c(-c5ccccc5)cn(-c5c(C)n(C)n(-c6ccccc6)c5=O)c4ncn3n2)cc1 | 83 | 108 | 99 | 92 | 83 | 95 | 77 | 106
49 | CC(N)C(=O)NC(CC(=O)O)C(=O)O (configuration not stated) | 104 | 97 | 91 | 109 | 101 | 95 | 111 | 97
50 | COc1ccc(C(O)C#N)cc1OC (configuration not stated) | 101 | 102 | 90 | 103 | 109 | 101 | 102 | 114
51 | COc1cc(NC(=O)CSc2nc3ccccc3c(=O)n2CCc2ccc(S(N)(=O)=O)cc2)cc(OC)c1OC | 95 | 109 | 92 | 96 | 89 | . | 99 | 91
52 | CC1C(c2ccccc2)OCN1CC=C(c1ccsc1)c1ccsc1 (configuration not stated) | 51 | 96 | 54 | 96 | 74 | 39 | 79 | 74
53 | CCOC(=O)C(/C=C/C(C)C)(C(=O)OCC)C(C)C | 93 | 80 | 89 | 119 | 94 | 100 | 104 | 106
54 | CC(C)CC(N)(C(=O)O)C1CCCC1 (configuration not stated) | 99 | 106 | 103 | 98 | 102 | 115 | 96 | 97
55 | C#CCOC(=O)CNC(=O)[C@@]1(C)CC[C@]2(C)CC[C@]3(C)C(=CC(=O)[C@@H]4[C@@]5(C)CCC(=O)C(C)(C)[C@@H]5CC[C@]43C)[C@@H]2C1 | 108 | 111 | 79 | 115 | 98 | 98 | 96 | 110
56 | COc1ccc(OC)c(C2NC(=O)NC(C)=C2C(=O)c2ccc(Cl)cc2)c1 (configuration not stated) | 98 | 103 | 64 | 121 | 109 | 98 | 111 | .
57 | CCN(CC)c1ccc2c(-c3ccccc3C(=O)O)c3ccc(=[N+](CC)CC)cc-3oc2c1 | 83 | 79 | 81 | 90 | 109 | 79 | 87 | 89
58 | CN(Cc1ccccc1)CC1C2CCC(C2)C1O (configuration not stated) | 115&109 | 100 | 103&105 | 103&128 | 108&105 | 107&108 | 93&107 | 112&111

Shown with each value named: entries from further up
52) CC1C(c2ccccc2)OCN1CC=C(c1ccsc1)c1ccsc1 (configuration not stated)
- MDA-MB-231: 51
- BT-549: 96
- SR: 54
- HS 578T: 96
- T-47D: 74
- K-562: 39
- MCF7: 79
- MDA-MB-468: 74
53) CCOC(=O)C(/C=C/C(C)C)(C(=O)OCC)C(C)C
- MDA-MB-231: 93
- BT-549: 80
- SR: 89
- HS 578T: 119
- T-47D: 94
- K-562: 100
- MCF7: 104
- MDA-MB-468: 106
54) CC(C)CC(N)(C(=O)O)C1CCCC1 (configuration not stated)
- MDA-MB-231: 99
- BT-549: 106
- SR: 103
- HS 578T: 98
- T-47D: 102
- K-562: 115
- MCF7: 96
- MDA-MB-468: 97
55) C#CCOC(=O)CNC(=O)[C@@]1(C)CC[C@]2(C)CC[C@]3(C)C(=CC(=O)[C@@H]4[C@@]5(C)CCC(=O)C(C)(C)[C@@H]5CC[C@]43C)[C@@H]2C1
- MDA-MB-231: 108
- BT-549: 111
- SR: 79
- HS 578T: 115
- T-47D: 98
- K-562: 98
- MCF7: 96
- MDA-MB-468: 110
